# Compound activity: PubChem, several laboratories
# Efflux pump mplx = inhibitors of Candida antifungal efflux pumps expressed in yeast; S. cerevisiae Candida pump triplex, Nile Red efflux; inhibition, % at 10 µM; 330,000 compounds, 0.44% hits;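 active = plate passing quality check with inhibition over a set limit, or well fluorescence over plate mean plus 4 SD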;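 note: Nile Red retained in pooled yeast measured as flow cytometry median fluorescence; 0% = buffer negative control and 100% = Enniatin B positive control; higher means more Nile Red kept so more efflux inhibition; some compounds called inactive have numbers as strong as hits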
# AGP1 TOR yeast = alters AGP1-GFP fluorescence in TOR pathway yeast screen. S. cerevisiae AGP1-GFP multiplex flow cytometry, 3 h; GFP as percent of DMSO wells. GFP response vs DMSO, % at 10 µM. 320,000 compounds, 0.02% hits. AID 2066;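 active = GFP response relative to DMSO above a set limit, near screen average plus 3 SD, cut at about 150% in these data; inconclusive = fewer than 70 cells counted for the yeast strain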;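 note: median GFP channel fluorescence of the gated AGP1 strain per well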
# LAP4 TOR yeast = modulators of TOR pathway LAP4-GFP in S. cerevisiae; S. cerevisiae LAP4-GFP multiplex, flow cytometry GFP, 3 h; median GFP as percent of DMSO wells; GFP response vs DMSO, % at 10 µM; 320,000 compounds, 0.34% hits; AID 2023;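 active = GFP response vs DMSO above a set limit, about the screen mean plus 3 SD, cut at about 150% in these data; inconclusive = under 70 cell events counted for the yeast strain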
# CR mimetic SO = lowers age-related superoxide in aged yeast cells | AID 2690 | S. cerevisiae aged cells, superoxide DHE fluorescence; active compounds read low | superoxide response (% of plate mean), % at 10 µM | 330,000 compounds, 0.18% hits;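 active = superoxide response under a set limit, about three screen SD below normal, cut at about 65% in these data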;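 note: yeast aged for seven days with compound at 30 °C before DHE staining; 100% = average MFI of all compound-treated wells on the plate with controls excluded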
# RPL19A TOR yeast = modulators of TOR pathway RPL19A-GFP in S. cerevisiae. S. cerevisiae RPL19A-GFP strain, flow cytometry, 3 h; active compounds read low. percent response vs DMSO, % at 10 µM. 330,000 compounds, 0.3% hits;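 active = percent response vs DMSO below 50%; inconclusive = fewer than 70 events counted for the yeast strain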;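 note: median channel GFP fluorescence of the barcoded RPL19A-GFP strain; ratio of sample median GFP to plate DMSO average so 100% = DMSO; lower means less RPL19A-GFP as with rapamycin TOR inhibition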
# MEP2 TOR yeast = alters MEP2-GFP fluorescence in TOR pathway yeast screen | GFP response vs DMSO, % at 10 µM | 330,000 compounds, 0.51% hits | S. cerevisiae MEP2-GFP strain, flow cytometry GFP, 3 h; 100% = DMSO control level;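 active = GFP response versus DMSO above a set limit, roughly screen mean plus 3 SD, cut at about 180% in these data; inconclusive = fewer than 70 cells counted for a yeast strain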;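 note: median GFP fluorescence of the barcode-gated MEP2-GFP cells per well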
# AHR activator = human AHR activation | activation, % at 5 µM | P35869 | AHR-responsive luciferase reporter cells, luminescence | 320,000 compounds, 2.5% hits | AID 2796; in the data active = activation above about 47%;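 note: 0% = vehicle wells and 100% = reference agonist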
# Target sequence (P35869 whole entry, looked up): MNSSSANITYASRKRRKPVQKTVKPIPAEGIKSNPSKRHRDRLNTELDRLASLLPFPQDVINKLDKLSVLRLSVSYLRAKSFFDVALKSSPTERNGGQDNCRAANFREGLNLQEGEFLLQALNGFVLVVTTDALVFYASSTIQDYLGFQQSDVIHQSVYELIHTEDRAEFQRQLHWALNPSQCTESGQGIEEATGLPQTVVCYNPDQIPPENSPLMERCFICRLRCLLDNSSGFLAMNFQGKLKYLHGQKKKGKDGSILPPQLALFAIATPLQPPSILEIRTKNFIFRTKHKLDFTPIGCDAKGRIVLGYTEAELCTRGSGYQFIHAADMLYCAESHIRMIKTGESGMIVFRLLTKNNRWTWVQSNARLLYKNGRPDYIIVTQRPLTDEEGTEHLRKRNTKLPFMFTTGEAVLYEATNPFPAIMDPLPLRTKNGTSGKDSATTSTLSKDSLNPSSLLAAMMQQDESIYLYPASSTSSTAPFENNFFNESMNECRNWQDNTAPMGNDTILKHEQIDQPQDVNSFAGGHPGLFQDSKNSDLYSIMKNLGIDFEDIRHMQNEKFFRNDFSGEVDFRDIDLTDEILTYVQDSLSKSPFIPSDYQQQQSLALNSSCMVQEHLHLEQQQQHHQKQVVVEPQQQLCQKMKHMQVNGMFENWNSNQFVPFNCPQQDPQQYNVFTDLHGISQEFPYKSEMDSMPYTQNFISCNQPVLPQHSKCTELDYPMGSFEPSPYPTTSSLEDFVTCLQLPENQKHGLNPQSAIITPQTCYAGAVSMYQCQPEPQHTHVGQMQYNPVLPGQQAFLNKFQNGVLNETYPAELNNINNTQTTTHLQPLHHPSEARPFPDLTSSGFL
# CIT2 TOR yeast = alters CIT2-GFP fluorescence in TOR pathway yeast screen; GFP response vs DMSO, % at 10 µM; S. cerevisiae CIT2-GFP strain, flow cytometry, 3 h; 100 means same as DMSO wells; 320,000 compounds, 0.065% hits; AID 2029;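 active = GFP response relative to DMSO above a set limit, near the screen mean plus 3 SD, cut at about 150% in these data; inconclusive = Fewer than 70 cells measured for a yeast strain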;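 note: ratio of well median GFP fluorescence to mean of DMSO wells on the plate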
# Numbers without * were called inactive; ? = inconclusive; / = not tested or not shown; [ ] = remark or other dose.
nr	Compound	Efflux pump mplx	AGP1 TOR yeast	LAP4 TOR yeast	CR mimetic SO
1	Cc1cc(C)n(-c2ccc(C(=O)OCC(=O)NCc3ccc(F)cc3)cc2)n1	0.0	95	91	100
2	COc1ccccc1Oc1ccnc2cc(Cl)ccc12	-0.1	89	69	92
3	CCCc1ccc2oc(C(=O)NCc3nnc(C)o3)c(C)c2c1	-0.7	88	100	85
4	Cc1ccc(-n2c(-c3nn(C)cc3Cl)n[nH]c2=S)cc1	2.7	95	95	99
5	Cc1cc2ncn(S(=O)(=O)c3ccc(F)cc3)c2cc1C	-0.1	96	85	92
6	CC(=O)Nc1ccc(S(=O)(=O)NCC(=O)OCC(=O)NNC(=O)c2ccccc2)cc1	-0.2	97	91	87
7	Cc1ccc2nsnc2c1S(=O)(=O)N(CCO)Cc1cc2cc3c(cc2[nH]c1=O)OCCO3	-0.2	96	97	97
8	COc1cc(C(=O)O/N=C(\N)c2ccncc2)cc(OC)c1OC	0.0	99	100	87
9	Cc1c(NC(=O)c2cc3c(s2)CCCC3)c(=O)n(-c2ccccc2)n1C	-0.2	100	102	115
10	Cc1[nH]c2ccc(C(=O)NCC(C)(C)N3CCOCC3)cc2c1C	-0.3	90	89	93

nr	RPL19A TOR yeast	MEP2 TOR yeast	AHR activator	CIT2 TOR yeast
1	103	102	-2	96
2	96	96	-1	92
3	113	102	/	97
4	98	100	-3	97
5	96	106	5	106
6	96	92	0	99
7	98	96	1	96
8	96	107	4	102
9	105	97	1	108
10	92	90	24	89

# Next part:
nr	Compound	Efflux pump mplx	AGP1 TOR yeast	LAP4 TOR yeast	CR mimetic SO
11	N#Cc1nc(-c2cccs2)oc1NCCc1ccccc1	0.0	89	101	98
12	C=CCc1c(C)nc2c(-c3ccccc3)cnn2c1N1CCOCC1	0.0	96	94	104
13	NNc1nc2sc3c(c2c(=O)[nH]1)CCc1ccccc1-3	-0.1	102	88	109
14	CCc1ccc(S(=O)(=O)NC2CCCCNC2=O)cc1 (configuration not stated)	-0.1	98	95	87
15	Cc1cccc(N2CCC(N3CCN(C4CCCCC4)C(CCO)C3)CC2)c1C (configuration not stated)	0.0	75	91	95
16	CC(C)NS(=O)(=O)c1cc(C(=O)O)ccc1Cl	0.1	85	78	100
17	Cc1ccc(-n2c(C)cc(C(=O)COc3cccnc3[N+](=O)[O-])c2C)cc1	-0.2	100	116	123
18	Nc1ncc(CN2CCCC(C(=O)Nc3ccc(-c4ccco4)cc3)C2)cn1 (configuration not stated)	0.0	103	98	97
19	COc1cc2c(cc1OC)C(C(=O)N(C)Cc1ccccc1)C(c1cccnc1)N(C)C2=O (configuration not stated)	0.1	94	92	104
20	Nc1nc(Nc2cccc(F)c2)nc(NCc2ccco2)c1[N+](=O)[O-]	0.0	106	108	102

nr	RPL19A TOR yeast	MEP2 TOR yeast	AHR activator	CIT2 TOR yeast
11	91	91	-13	82
12	102	108	/	92
13	109	105	133*	109
14	103	105	1	104
15	92	97	-1	66
16	99	99	-1	88
17	104	159	-12	80
18	102	110	6	103
19	97	99	-3	94
20	98	103	9	100

# More structures follow.
nr	Compound	Efflux pump mplx	AGP1 TOR yeast	LAP4 TOR yeast	CR mimetic SO
21	CCC(NC(=O)CCc1c(C)c2cc3c(C)c(C)oc3cc2oc1=O)C(=O)N[C@@H](Cc1ccccc1)C(=O)O (some centres not stated)	-0.1	101	100	91
22	Cc1ccc(CNC(=O)CN2CCN(Cc3ccc(C)cc3)C2=O)cc1	0.3	101	99	115
23	CC1CN(CCCCSc2ccccc2)CC(C)O1 (configuration not stated)	-0.1	97	97	91
24	COc1ccc(NC(=O)CN(C)S(=O)(=O)c2ccc(Br)s2)cc1OC	-0.1	90	81	97
25	CCOCCn1c(CN2CCN(c3ccc(F)cc3)CC2)nc2c1c(=O)n(C)c(=O)n2C	0.0	102	109	66
26	CN(C)c1ccc(C(=O)c2ccc(N(C)C)c(N)c2)cc1N	0.0	100	100	103
27	CS(=O)(=O)N(CC(=O)Nc1cccnc1)c1ccc2c(c1)OCO2	0.0	104	106	87
28	CC1CCC(NC(=O)c2ccc3snnc3c2)CC1 (configuration not stated)	-0.2	98	102	132
29	N/C(=N/OC(=O)c1ccccc1Cl)c1ncc([N+](=O)[O-])s1	0.1	?	125[may fluoresce violet]	101
30	Cc1ccc(C)c(N2CCN(c3ccc4cc(S(=O)(=O)N5CCCCC5)ccc4n3)CC2)c1	0.3	94	90	131

nr	RPL19A TOR yeast	MEP2 TOR yeast	AHR activator	CIT2 TOR yeast
21	96	105	0	96
22	100	98	3	91
23	102	106	1	108
24	94	106	5	95
25	100	101	-2	104
26	93	93	2	100
27	101	104	-2	102
28	100	101	11	98
29	70[may fluoresce violet]	741*[may fluoresce violet]	54*	?
30	96	97	-1	96

# Other structures
nr	Compound	Efflux pump mplx	AGP1 TOR yeast	LAP4 TOR yeast	CR mimetic SO
31	Cc1csc(NC(=O)c2nc3nc(C)cc(C)n3n2)n1	-0.2	101	91	92
32	COc1ccc(C(=O)CC(=O)C(=O)Nc2cccc([N+](=O)[O-])c2C)cc1	0.1	93	88	104
33	CCC(C(=O)NCc1ccco1)N(C(=O)CNS(=O)(=O)c1ccccc1)c1ccc(F)cc1 (configuration not stated)	-0.1	100	95	100
34	COc1ccccc1CNC(=O)COc1cccnc1[N+](=O)[O-]	0.0	102	98	102
35	CCc1noc(C)c1C(=O)N1CCN(S(=O)(=O)c2c(C)c(C)cc(C)c2C)CC1	0.1	95	96	105
36	CCN(C(=O)COC(=O)/C=C/c1ccc(F)cc1)C1CCCCC1	0.2	108	98	105
37	CC(C)N1CC2(c3ccccc3)CN(C(C)C)CC(c3ccccc3)(C1)C2=O	0.0	96	108	101
38	CCC(CO)Oc1cc(NCc2ccccc2OC)c2ncn(C(C)C)c2c1 (configuration not stated)	-0.3	95	96	100
39	S=C(NCCc1ccccn1)Nc1ccc(Cl)c(Cl)c1	0.1	101	88	92
40	COc1cccc(C(=O)Nc2nnc(-c3ccc(OC)cc3OC)s2)c1	0.2	104	100	95

nr	RPL19A TOR yeast	MEP2 TOR yeast	AHR activator	CIT2 TOR yeast
31	99	103	38	/
32	104	91	-1	92
33	105	103	1	95
34	108	104	9	99
35	91	96	1	94
36	102	105	2	112
37	93	95	0	98
38	102	100	4	88
39	100	104	-7	99
40	105	106	7	100

# Continued.
nr	Compound	Efflux pump mplx	AGP1 TOR yeast	LAP4 TOR yeast	CR mimetic SO
41	CCN(C[C@H]1N[C@@](C)(C(=O)OC)[C@H]2C(=O)N(Cc3ccccc3)C(=O)[C@@H]12)C(=O)c1ccc(C(C)(C)C)cc1	0.2	106	102	128
42	Cc1cc(C)nc(N2CCCC(C(=O)NCCc3ccc(F)cc3)C2)n1 (configuration not stated)	0.0	103	106	94
43	CCOc1ccc(C2C(C(=O)c3cccs3)=C(O)C(=O)N2CCN2CCOCC2)cc1 (configuration not stated)	0.0	94	95	98
44	Cc1ccc(OCC(O)CNC(=O)c2ccccc2C(=O)O)cc1 (configuration not stated)	0.2	102	101	96
45	Cc1ccc(S(=O)(=O)N2CCOCC2)cc1NC(=O)c1cc([N+](=O)[O-])ccc1N1CCOCC1	-0.1	109	107	116
46	CCOc1ccc(NC(=O)CN2CCN(CC(=O)Nc3ccc4c(c3)OCCO4)CC2)cc1	0.4	104	105	99
47	COc1cc(CCCN2CCNC[C@@H]2Cc2ccc(O)cc2)cc(OC)c1OC	0.0	88	105	102
48	O=C(O)Cn1ccc2cc(S(=O)(=O)N3CCCCCC3)ccc21	0.0	99	106	90
49	Cc1ccccc1CCN(CC(=O)NCc1ccc(F)cc1)C(=O)c1csnn1	0.1	103	100	102
50	CC(C)(C)OC(=O)N1CCCN(C(=O)Nc2ccccc2)CC1	0.1	99	109	110

nr	RPL19A TOR yeast	MEP2 TOR yeast	AHR activator	CIT2 TOR yeast
41	108	107	0	98
42	103	104	-1	108
43	108	105	0	101
44	102	106	-11	104
45	98	102	-1	102
46	96	118	4	115
47	101	94	1	83
48	102	103	0	101
49	99	108	0	102
50	91	98	5	89

# Next section
nr	Compound	Efflux pump mplx	AGP1 TOR yeast	LAP4 TOR yeast	CR mimetic SO
51	Cc1sc(NC(=O)c2ccccc2F)c(CN2CCCCC2C)c1C (configuration not stated)	0.1	89	91	109
52	CCOc1ccccc1NC(=O)C1=C(C)NC(=O)NC1c1cccs1 (configuration not stated)	0.0	107	107	83
53	CC(Oc1cccnc1[N+](=O)[O-])C(=O)Nc1ccc(Cl)cn1 (configuration not stated)	-0.1	108	104	100
54	CCCN(CCC)C(=O)c1oc2ccccc2c1NC(=O)Cc1cccc(OC)c1	-2.0	94	92	109
55	CC1CCC(NC(=O)c2ccc3c(c2)S(=O)(=O)c2ccccc2C3=O)CC1 (configuration not stated)	-0.1	94	105	97
56	CC(C)(C)NC(=O)CN(C(=O)CCC(=O)Nc1nccs1)c1ccc(F)cc1	0.0	85	110	86
57	COc1ccc(CN2C(=O)c3ccccc3C2=O)cc1C(=O)OCC(=O)NC1CCCCC1	-0.2	105	101	88
58	COC(c1ccccc1)c1nnc(CCC(=O)N2CCN(Cc3cccs3)CC2)o1 (configuration not stated)	0.0	92	95	99
59	COc1cc(CNC(=O)CCCC(=O)c2ccccc2)cc(OC)c1OC	-0.1	97	96	104
60	N#C/C(=C\c1c(N2CCCCCC2)nc2ccccn2c1=O)C(=O)NCc1ccco1	0.0	107	111	105

nr	RPL19A TOR yeast	MEP2 TOR yeast	AHR activator	CIT2 TOR yeast
51	91	90	18	83
52	106	111	1	101
53	102	103	56*	103
54	102	89	14	91
55	110	96	7	93
56	96	272*	-1	116
57	107	129	-4	110
58	94	90	1	96
59	101	99	7	113
60	98	101	-5	108

# Compounds 51–52 from above:
nr	Compound	Efflux pump mplx	AGP1 TOR yeast	LAP4 TOR yeast	CR mimetic SO
51	Cc1sc(NC(=O)c2ccccc2F)c(CN2CCCCC2C)c1C (configuration not stated)	0.1	89	91	109
52	CCOc1ccccc1NC(=O)C1=C(C)NC(=O)NC1c1cccs1 (configuration not stated)	0.0	107	107	83

nr	RPL19A TOR yeast	MEP2 TOR yeast	AHR activator	CIT2 TOR yeast
51	91	90	18	83
52	106	111	1	101

# More records.
nr	Compound	Efflux pump mplx	AGP1 TOR yeast	LAP4 TOR yeast	CR mimetic SO
61	CN(CC(=O)Nc1ccc(C(N)=O)cc1)S(=O)(=O)c1ccc2c(c1)OCCO2	0.0	102	101	93
62	CCCCc1ccc(NC(=O)COc2ccc(C(=O)Nc3ccccc3OC)cc2)cc1	0.0	105	96	105
63	COc1ccc(S(=O)(=O)N2CCC(C(=O)O)(c3ccccc3)CC2)cc1	-0.2	107	101	113
64	C=CCn1c(SCC(=O)NC2CC2)nnc1C1CC1	0.3	102	105	114
65	Cc1ccc(-c2csc(=Nc3cccnc3)n2CCCN2CCCC2=O)cc1C	-2.1	94	85	102
66	Cc1ccc(-c2nn(Cc3ccccc3)cc2C(=O)N2CCN(c3ccccn3)CC2)cc1	-0.1	90	90	108
67	CCn1ncc(Br)c1C(=O)Nc1ccccc1C(F)(F)F	-0.1	93	92	88
68	CC1(C)CC[C@]2(C(=O)O)CC[C@]3(C)C(=CC[C@@H]4[C@@]5(C)CC[C@H](O)C(C)(C)[C@@H]5CC[C@]43C)[C@@H]2C1	0.4	93	99	91
69	Fc1ccc(NCc2ccccc2F)cc1Cl	-0.1	101	106	100

nr	RPL19A TOR yeast	MEP2 TOR yeast	AHR activator	CIT2 TOR yeast
61	99	112	1	110
62	111	104	2	106
63	106	114	-1	109
64	102	107	3	105
65	101	94	13	99
66	93	98	21	95
67	102	107	88*	100
68	95	101	9	85
69	97	108	0	98
